Screening data deposited in PubChem by Broad Institute.
LGR2 antag: inhibitors of bursicon-induced LGR2 CRE-luciferase signal, primary screen, cell-based, HEK293, CRE-luciferase reporter, bursicon stimulation. bursicon-stimulated, 4 h. inhibition, % at 9.99 µM. 0.35% of 380,000 active. AID 720647, 2013;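 active means drop in luminescence signal, shown as inhibition above about 50% in the replicate tests, limit read from the data, passing the limit was not always enough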;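 further: agonist challenge used bursicon conditioned medium at about half maximal strength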
Xi reactivation: activators of inactive X chromosome reactivation, primary screen, imaging, XiGFP fibroblasts, GFP high-content imaging, set 2; XiGFP mouse fibroblasts, % GFP-positive cells imaging, 3 d; cells co-treated with 5-aza-dC sensitizer; scaled so ellipticine positive control = 100%; activation, % at 7.58 µM; 0.055% of 360,000 active; AID 743238, 2013;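 active means mean normalized replicate activation at least 10% and every replicate at or above 10%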;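 further: 0% = median of on-plate neutral control wells and 100% = ellipticine 6 µM median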
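System: XiGFP fibroblasts, SV40-immortalized. Medium: DMEM plus 5-aza-dC sensitizer. Doses: single point. Timing: 3 d treatment, 15 min room-temperature fixation. Control set: ellipticine 6 µM.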
Cneo AK release: Cryptococcus neoformans cell lysis inducers, primary screen, AK release luminescence, single concentration; C. neoformans lysis, adenylate kinase release luminescence, 4 h; normalised: neutral wells 0, clomiphene wells 100; AID 651654, 2012; lysis activity, % at 15 µM; 0.2% of 360,000 active;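 active means mean lysis activity across replicates of at least 80%, whatever share of replicates individually reach that level; inactive means mean lysis activity below 80%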
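Material: C. neoformans cells; Schedule: 4 h static compound exposure, 37 °C, read 1 h post-reagent; Measured by: adenylate kinase release luminescence; Read-out: signal increase indicating cell lysis; Controls: Clomiphene as positive lysis control.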
ERAP1 HTS inh: human ERAP1 aminopeptidase inhibitors, primary screen, biochemical, single point, plate reader; Endoplasmic reticulum aminopeptidase 1 (Homo sapiens), Q9NZ08; recombinant ERAP1, Leu-AMC fluorescence, 60 min; inhibition, % at 10.7 µM; 0.15% of 340,000 active; AID 652197, 2013;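 active means mean replicate inhibition of at least 30%, or all replicates individually reaching that 30% level; inactive means mean below 30% and not every replicate reaching it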;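 further: 0% = neutral control wells and 100% = L-leucinethiol positive control wells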
SIRT5 block: SIRT5 desuccinylase inhibitors, primary screen, biochemical, fluorescence imaging, single point, set 5. NAD-dependent protein deacylase sirtuin-5, mitochondrial (Homo sapiens), Q9NXA8. Purified SirT5, succinyl-peptide AMC, trypsin-coupled fluorescence. inhibition, % at 15 µM. 1.1% of 330,000 active. AID 652115, 2013; in the data active means inhibition above about 15%
Target sequence (Q9NXA8 whole entry, looked up): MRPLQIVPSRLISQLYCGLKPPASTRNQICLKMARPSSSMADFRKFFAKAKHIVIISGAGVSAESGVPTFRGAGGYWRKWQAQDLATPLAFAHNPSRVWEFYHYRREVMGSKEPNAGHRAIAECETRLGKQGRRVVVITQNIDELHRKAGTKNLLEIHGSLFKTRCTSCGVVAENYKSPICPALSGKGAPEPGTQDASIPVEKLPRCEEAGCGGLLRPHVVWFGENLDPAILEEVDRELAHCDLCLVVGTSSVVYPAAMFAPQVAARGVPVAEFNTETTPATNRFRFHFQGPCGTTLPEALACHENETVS
C2C12 statin: suppressors of statin myotoxicity in C2C12 myotubes, primary screen, cell-based, single point, plate reader | C2C12 myotubes + simvastatin, ATP luminescence, 48 h; scaled: DMSO 0, geranylgeraniol control 100 | rescue of ATP level, % at 7.49 µM | 0.78% of 330,000 active | AID 602340, 2012;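 active means mean ATP rescue above about 67%, or every replicate alone reaching that limit, limit read from the data, passing the limit was not always enough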;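 further: myotubes were challenged with 10 µM simvastatin during compound exposure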
S100A4 MyoIIA: inhibitors of S100A4-myosin IIA peptide binding, primary screen, biochemical, fluorescence polarization, TAMRA-MyoIIA peptide; Protein S100-A4 (Homo sapiens), P26447; inhibition, % at 10.7 µM; 0.14% of 360,000 active; AID 652163, 2013;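 active means mean inhibition of at least 70% across replicates, with every replicate also reaching that level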
Target sequence (P26447 whole entry, looked up): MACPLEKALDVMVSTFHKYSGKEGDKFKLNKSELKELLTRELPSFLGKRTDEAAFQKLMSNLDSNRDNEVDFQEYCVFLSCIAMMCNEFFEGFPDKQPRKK
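Test system – S100A4 monomer (human) · Compound – single-point compound testing · Schedule – 5 min incubation before reading · Probe or stimulus – TAMRA-labelled myosin IIA heavy-chain peptide probe, 5 nM · Benchmarks – neutral control DMSO, positive control TFP · Medium – Calcium-containing HEPES buffer, pH 7.2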
PGC1a acetyl inh: inhibitors of PGC1a acetylation signal, primary screen, cell-based, U2OS, AlphaScreen, inhibitor mode | AlphaScreen anti-acetyl-lysine; with virally co-expressed GCN5 acetyltransferase | inhibition, % at 15.6 µM | 0.17% of 350,000 active | AID 651687, 2012;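 active means every replicate shows inhibition of at least 40%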;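 further: 0% = neutral control wells and 100% = positive control wells; some results beyond the cut were filed as inactive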
The depositor's hits bear a star; . = no result given. An excerpt; the hit share may differ from the screen's.

SMILES	LGR2 antag	Xi reactivation	Cneo AK release	ERAP1 HTS inh	SIRT5 block	C2C12 statin	S100A4 MyoIIA	PGC1a acetyl inh
CCCNC(=O)N1C[C@H](O)COC[C@H]2O[C@H](CC(=O)N3CCOCC3)CC[C@@H]21	1	0.0	2	2	0	-17	-17	0
O=C(O)C(Cc1ccccc1)NC(=O)C(c1ccccc1)c1ccccc1 (stereo not drawn)	13	0.1	1	-6	-2	1	-3	.
Cc1ccc(C)c(N2CC(C(=O)O)CC2=O)c1 (stereo not drawn)	-10	-0.3	.	3	-2	.	-3	2
Cn1cc(C(=O)c2cccc(Cl)c2Cl)cc1C#N	.	0.1	.	-2	-4	.	1	.
O=C(c1cccnc1)N1CCCCN2[C@@H](CO)[C@@H](c3ccc(C#Cc4ccccc4)cc3)[C@@H]2C1	.	.	1	-3	-3	.	-7	-1
O=C1CCC(CCC(=O)N2CCCC(C(=O)c3ccc4c5c(cccc35)CC4)C2)=NN1 (stereo not drawn)	-30	0.3	.	-7	-2	.	-5	.
CCc1ccc(S(=O)(=O)Nc2ccc(N3CCN(C)CC3)cc2)cc1	17	0.1	-4	.	0	2	-2	-2
CN(C)C(=O)C[C@H]1CC[C@@H]2[C@H](COC[C@@H](O)CN2CC2CCCCC2)O1	-2	-0.1	1	1	-1	-4	8	-2
COc1ccc(Cc2nnc(NC(=O)c3ccc(OC)c(OC)c3)s2)cc1OC	31	0.4	-7	2	-10	3	7	5
COc1ccc(S(=O)(=O)n2nc(C)c(S(=O)(=O)N3CCOCC3)c2C)cc1	-21	0.2	0	-4	-6	-16	0	-6
C/C(=N\NC(=O)c1ccc(NS(=O)(=O)c2cccs2)cc1)c1ccc(O)cc1O	-10	-0.2	-1	-1	5	-13	-1	11
O=C(Nc1ccccc1C(=O)O)c1cccc(N2C(=O)c3ccccc3C2=O)c1	-8	0.1	-4	-13	3	9	-7	.
O=C(Nc1ccc2c(c1)COC2=O)c1ccc(Cl)c(Cl)c1	-4	0.0	0	-3	0	-4	0	.
CCCNC(=O)C[C@H]1CC[C@@H]2[C@H](COC[C@H](O)CN2C(=O)CC)O1	6	0.3	2	0	0	-8	-1	1
COc1ccc(Cc2nc(-c3ccncc3)no2)cc1	-10	0.0	.	-5	-2	.	0	.
Cc1ccc(S(=O)(=O)Nc2ccccc2C(=O)N2CCCCC2C)c(C)c1NS(C)(=O)=O (stereo not drawn)	16	0.1	-3	2	-1	-5	3	-18
CC1SC(C)C(=O)N(CC(=O)NCc2ccc(F)cc2)C1=O (stereo not drawn)	-6	0.4	-2	-3	-2	-3	10	.
Cc1ccc(C)c(OCC(=O)Nc2ccc(S(=O)(=O)Nc3onc(C)c3C)cc2)c1	-9	0.3	1	9	0	-6	8	3
COc1cc(CC(=O)OCC(=O)c2ccc[nH]2)cc(OC)c1OC	-1	0.4	3	0	0	16	-1	-2
Cc1ccc(CNC(=O)CCS(=O)(=O)c2ccc(Br)cc2)cc1	4	0.0	.	10	-2	.	-1	.
COc1ccc(C2CC(c3ccc4ccccc4c3)=NN2C(=O)CNC2CCCCC2)cc1 (stereo not drawn)	48	0.1	6	2	-2	.	1	.
O=C(Nc1ccccc1)[C@@H]1[C@@H](CO)[C@@H]2Cn3c(cccc3=O)[C@@H]2N1CC1CCOCC1	-3	0.6	.	2	-2	.	-1	0
COc1ccc(NC(=O)Cc2nnc(SCC(=O)c3ccccc3)n2C)cc1	2	0.2	0	-2	.	8	-1	-7
CN1C(=O)c2cc(NC(=O)C3CCC3)ccc2OC[C@H]2O[C@H](CC(=O)NCCc3ccncc3)CC[C@H]21	5	0.0	.	3	4	.	-7	-2
CSCCC(NC(=O)COc1ccccc1)C(=O)N1CCCC(C)C1 (stereo not drawn)	-1	0.0	5	0	0	-2	-1	-2
COc1ccccc1NCC(=O)N/N=C(\C)c1ccc(Br)s1	6	0.0	-3	2	-3	-1	-5	-8
COC(=O)c1ccc(COc2cccc(C)c2C)cc1	-45	0.0	.	-3	0	.	1	.
COc1ccc(-c2nc3n(c(=O)c2C#N)CCS3)cc1	-1	0.0	.	-2	-6	.	11	5
CCc1nnc2c(N(C)C)nc3ccccc3n12	8	0.0	.	4	.	.	-6	.
Cc1ccccc1CC(=O)NC1CCCc2ccccc21 (stereo not drawn)	7	0.3	5	-2	-9	4	-5	-6

Taken from above (4 entries):
SMILES	LGR2 antag	Xi reactivation	Cneo AK release	ERAP1 HTS inh	SIRT5 block	C2C12 statin	S100A4 MyoIIA	PGC1a acetyl inh
COC(=O)c1ccc(COc2cccc(C)c2C)cc1	-45	0.0	.	-3	0	.	1	.
COc1ccc(-c2nc3n(c(=O)c2C#N)CCS3)cc1	-1	0.0	.	-2	-6	.	11	5
CCc1nnc2c(N(C)C)nc3ccccc3n12	8	0.0	.	4	.	.	-6	.
Cc1ccccc1CC(=O)NC1CCCc2ccccc21 (stereo not drawn)	7	0.3	5	-2	-9	4	-5	-6

Continued:
SMILES	LGR2 antag	Xi reactivation	Cneo AK release	ERAP1 HTS inh	SIRT5 block	C2C12 statin	S100A4 MyoIIA	PGC1a acetyl inh
COc1ccc(C(=O)Nc2ccc3ccccc3n2)c(OC)c1OC	89*	0.3	-12	0	-6	-1	-7	9
CC(C)CC#Cc1ccc2c(c1)O[C@H](CN(C)C(=O)c1ccccc1)[C@H](C)CN([C@H](C)CO)S2(=O)=O	5	0.4	-6	1	15*	.	9	-41
C[C@@H]1CN([C@H](C)CO)S(=O)(=O)c2ccc(-c3cncnc3)cc2O[C@@H]1CN(C)C(=O)Cc1cccnc1	11	-0.6	6	8	7	-8	0	-5
Cn1c(=N)n(CC(=O)c2cccs2)c2ccccc21	-10	.	1	-6	3	19	2	7
Cc1cccc(NS(=O)(=O)c2cc([N+](=O)[O-])ccc2C)n1	-8	0.0	.	-1	-4	.	4	3
CN(Cc1nccs1)C(=O)C1CCC(=O)N(CCc2ccc(Cl)cc2)C1 (stereo not drawn)	-7	0.0	0	2	-6	6	1	-5
Cc1cc(C)c(NC(=O)C2=CCN(S(=O)(=O)c3ccc(F)cc3)CC2)c(C)c1	-2	-0.2	0	-1	.	6	-5	-3
COC(=O)C[C@H]1CC[C@H]2[C@H](COc3ccc(NC(=O)c4cnccn4)cc3C(=O)N2C)O1	-13	0.1	-2	0	7	5	-2	-4
COCCCNC(=O)CSc1nc2cc3c(cc2c(=O)n1CCCC(=O)NCc1ccc(OC)cc1)OCO3	7	0.0	-1	0	-2	-4	4	5
COc1ccc(NC(=O)Nc2ccc3c(c2)C(=O)N([C@@H](C)CO)C[C@H](C)[C@@H](CN(C)Cc2ccncc2)O3)cc1	1	0.1	-3	2	-2	23	-4	1
C/C(=N/N=C1\SCC(=O)N1c1ccccc1)c1ccc(C)cc1	2	-0.1	-1	-1	-3	.	9	16
Cc1ccc(N2C(=O)CC(C)(C)CC2=O)cc1Cl	-4	0.0	-1	2	.	-7	-18	11
COc1ccc(CC(=O)Nc2ccc(-c3ccc4nnc(C)n4n3)cc2)cc1OC	16	-0.1	-1	-4	3	.	2	-33
CC(=O)N(C)C[C@@H]1Oc2cc(C#CC(C)C)ccc2S(=O)(=O)N([C@H](C)CO)C[C@H]1C	1	0.0	-1	-6	6	2	-4	-2
N#CCCN(C(=O)COC(=O)CNS(=O)(=O)c1ccc2ccccc2c1)c1ccccc1	3	0.3	-1	-2	0	16	-2	9
CCOCCn1c(CN2CCN(CC)CC2)nc2c1c(=O)n(C)c(=O)n2C	-2	0.2	-4	-1	7	-4	-3	-10
O=C(CSc1nc(C(F)(F)F)cc(=O)[nH]1)Nc1ccc2c(c1)OCCO2	-54	0.0	-2	-4	-2	14	-3	14
CC1=N/C(=C\c2ccccc2Cl)C(=O)O1	3	0.4	.	-3	-4	.	-3	.
COCCNC(=O)C[C@@H]1C[C@H]2c3cc(NS(=O)(=O)c4ccc(F)cc4)ccc3O[C@H]2[C@H](CO)O1	4	-0.1	4	.	.	-8	.	-8
COc1ccc2cc(/C(C)=N/NC(=O)C3CC3)ccc2c1	-13	0.3	.	-4	-25	.	0	.
COc1ccc(S(=O)(=O)N(C)C[C@@H]2Oc3c(NC(=O)c4cc(C)nn4C)cccc3C(=O)N([C@H](C)CO)C[C@@H]2C)cc1	-12	-0.9	1	6	4	-29	3	6
CC1=NN(C(=O)c2cccc(Cn3nc(C)c([N+](=O)[O-])c3C)c2)C(O)(C(F)(F)F)C1 (stereo not drawn)	-9	.	.	2	-2	-6	15	-2
COc1cc(O)c(C(CC(=O)N2CCOCC2)c2cc(OC)c(OC)c(OC)c2)c(OC)c1 (stereo not drawn)	-6	0.0	3	.	.	14	.	-4
O=C(/C=C/c1ccccc1)Nc1cccc(C(=O)NCCCCc2ccccc2)c1	-41	0.5	-2	-5	-1	2	-4	-2
COc1ccc(N(CC(=O)Nc2ccc3c(c2)OCCO3)S(=O)(=O)c2c(C)nn(C)c2C)cc1	3	0.2	3	1	-2	-2	1	.
COc1cccc(-c2nc3ccccc3c(=O)n2NC(=O)c2cccnc2Cl)c1	-17	0.0	1	0	0	.	-3	6
NC(=O)c1ccc(Oc2ncc(C(F)(F)F)cc2Cl)cc1	2	0.0	.	-10	-4	.	-1	.
CCOC(=O)c1nn(C)c(=S)n(C)c1=O	6	0.3	6	0	.	-5	1	1
Cc1c(C)c2ccc(OC(C)C(=O)NCCN3CCOCC3)c(C)c2oc1=O (stereo not drawn)	0	0.0	0	0	-10	0	1	-1
O=C(CCN1CCCCC1)NCC[C@H]1CC[C@H](NC(=O)C2CC2)[C@@H](CO)O1	13	0.5	0	1	0	-2	-5	16
CCCC(C(=O)NC1CCCC1)N(Cc1ccc(F)cc1)C(=O)c1snc(C(N)=O)c1N (stereo not drawn)	11	0.0	.	-5	-2	7	-2	.
Cc1cc(C(=O)OC(C)C(=O)Nc2cccc(Cl)c2)on1 (stereo not drawn)	14	0.5	0	-1	0	7	3	.
C[C@@H]1CCCCO[C@@H](CN(C)C(=O)CCCN(C)C)[C@@H](C)CN([C@@H](C)CO)C(=O)c2cc(NC(=O)Nc3ccc(C(F)(F)F)cc3)ccc2O1	-14	-0.7	2	.	.	5	.	1
Cc1cc(N=Cc2cc(Cl)ccc2O)no1	25	.	-3	2	0	-1	0	.
Cn1c(O)c(C=NCCCCCC(=O)O)c(=O)n(C)c1=O	12	0.7	1	0	-4	-4	-8	-1
C[C@H](CO)N1C[C@H](C)[C@H](CN(C)Cc2ccccn2)Oc2cc(C#CC3CC3)ccc2S1(=O)=O	10	-0.9	-2	2	-3	30	-18	-17
Cc1ccnc(N/C=C(/NC(=O)c2ccccc2)C(=O)N/N=C\c2ccc(Cl)cc2)n1	3	0.0	-2	-6	3	12	-12	10
